Compound activity from PubChem.
PLK1 PBD block = PLK1 (human) polo-box domain binding inhibition | AID 720504 | Plk1 PBD binding of FITC phosphopeptide, fluorescence polarization | Potency, µM, without a hit: max response, negative = inhibition, hits mostly inhibitors | P53350 | 360,000 compounds, 2.8% hits; also: potency is read from the fitted curve at half-maximal effect; series mostly up to about 57 µM; % is scaled to controls: 0 for no effect and ±100 for the full control effect; nearly all actives have a fitted effect of over 65% in size
Target sequence (P53350 whole entry, looked up, the tested form may be a part): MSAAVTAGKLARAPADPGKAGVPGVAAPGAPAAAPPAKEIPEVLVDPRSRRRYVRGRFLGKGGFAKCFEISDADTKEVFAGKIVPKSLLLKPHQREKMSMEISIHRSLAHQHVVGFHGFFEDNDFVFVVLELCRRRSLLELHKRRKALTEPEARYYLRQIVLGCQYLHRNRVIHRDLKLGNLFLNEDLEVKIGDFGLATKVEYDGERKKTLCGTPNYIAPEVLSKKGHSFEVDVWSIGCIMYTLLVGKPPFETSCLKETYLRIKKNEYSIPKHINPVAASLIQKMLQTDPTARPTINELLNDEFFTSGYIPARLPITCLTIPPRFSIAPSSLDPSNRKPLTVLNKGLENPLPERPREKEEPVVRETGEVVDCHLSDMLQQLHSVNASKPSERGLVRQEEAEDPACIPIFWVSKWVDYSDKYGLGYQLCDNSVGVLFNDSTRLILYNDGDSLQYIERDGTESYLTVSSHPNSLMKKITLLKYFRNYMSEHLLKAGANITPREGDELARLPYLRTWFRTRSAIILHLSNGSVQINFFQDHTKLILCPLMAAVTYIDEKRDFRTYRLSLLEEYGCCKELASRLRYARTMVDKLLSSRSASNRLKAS
HEK293 tox = cytotoxicity counter-screen for GLP-1 receptor inverse agonists; Potency, µM (doses to about 38.3 µM), for the others: top-dose activity change, negative = inhibition, actives largely listed as inhibitors; HEK293 cAMP-luciferase reporter cells, luminescence, 24 h; 410,000 compounds, 0.13% hits; AID 624418;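 also: loss of luciferase light is scored as toxicity; potency is read from the fitted curve at half-maximal effect; % is scaled to controls: 0 for no effect and ±100 for the full control effect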
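MLSMR compounds, 24 hr on cells at 37 deg C/5% CO2; luminescence after luciferase reagent (12 min RT). Inhibition counted as the undesired cytotoxic outcome.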
DRD3 agonist = activates the human D3 dopamine receptor. max activation, %. D3R DiscoveRx beta-arrestin cells, luminescence, 90 min. P35462. 410,000 compounds, 0.58% hits. AID 652048; in the data active = max activation above about 30%; also: 0% is about no effect; mostly tested at two doses, the higher about 12 µM
Target sequence (P35462 whole entry, looked up): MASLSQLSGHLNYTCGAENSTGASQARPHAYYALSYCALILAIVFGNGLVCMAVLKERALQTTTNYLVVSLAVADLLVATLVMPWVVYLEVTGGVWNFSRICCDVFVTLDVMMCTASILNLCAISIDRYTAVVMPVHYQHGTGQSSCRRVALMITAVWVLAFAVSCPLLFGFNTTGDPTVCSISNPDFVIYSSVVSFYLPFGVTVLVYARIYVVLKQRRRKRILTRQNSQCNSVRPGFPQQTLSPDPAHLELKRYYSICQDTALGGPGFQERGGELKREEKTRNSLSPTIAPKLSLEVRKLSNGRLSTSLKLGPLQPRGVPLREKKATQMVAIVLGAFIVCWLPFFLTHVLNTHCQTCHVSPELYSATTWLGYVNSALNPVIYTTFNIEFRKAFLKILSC
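Cells at 1500/well, incubated overnight, then treated with pinned compounds (dopamine as control) for 90 min at 37 degrees C. DiscoveRx reagent added for 30 - 60 minutes at room temperature; luminescence read.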
GLP1R ag = GLP-1 receptor (human) agonism | P43220 | HEK293 GLP-1R CRE-luciferase, luminescence, 4-6 h; cells express a hypersensitive GLP-1R form | Potency, µM (top dose mostly 45.6 µM), inactives show at the top dose activation, hits mostly activators | 380,000 compounds, 0.007% hits; also: potency is read from the fitted curve at half-maximal effect; % of control where 0% means no effect
WRN helicase inh = WRN helicase (human) inhibition; Q14191; WRN helicase unwinding, fluorescent forked duplex, kinetic; Potency, µM (doses to about 114 µM), without a hit: top-dose activity change, negative = inhibition, actives largely listed as inhibitors; 360,000 compounds, 0.46% hits; AID 651768; also: potency is read from the fitted curve at half-maximal effect; % is scaled to controls: 0 for no effect and ±100 for the full control effect; nearly all actives have a fitted effect of over 55% in size
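Kinetic fluorescence helicase assay: unwinding of a quenched forked DNA duplex (100 nM final) with 2 mM ATP final raises red fluorescence (525/598 nm). Compounds sat 15 min at room temperature with 20 nM WRN beforehand.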
D3 antag = D3 dopamine receptor (human) antagonism | P35462 | D3R cells, DiscoveRx beta-arrestin luminescence, antagonist mode; hits give low values | max response, negative = inhibition, % | 360,000 compounds, 2.5% hits | AID 652054; in the data active = max response below about -50%; inconclusive = no clear call, values can overlap the other calls; also: % is scaled to controls: 0 for no effect and ±100 for the full control effect; mostly tested at two doses, the higher about 12 µM
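Cells expressing the human receptor were seeded at 1500 cells/well, incubated overnight at 37 degrees C in 5% CO2, then exposed to library compounds with dopamine controls for 90 minutes at 37 degrees C before luminescent detection.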
IL2 activator = activators of IL-2. activation, % (series mostly up to about 46 µM). 360,000 compounds, 0.065% hits. IL-2 activation reporter assay, cell-based qHTS; stimulated with anti-CD3/CD4/CD28 beads; in transgenic mouse T cells. AID 652025; in the data active = activation above about 50%; inconclusive = mostly about 30% to 49%; also: 0% is about no effect
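First, unstimulated transgenic mouse T cells were exposed to compound for 60 min. Next, anti-CD3/anti-CD4-coated beads with anti-CD28 were added. Finally, after 18 h at 37 degrees C, EGFP and DsRed were imaged.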
PI5P4Ka inh = blocks human PI5P4K alpha kinase activity | PI5P4Kalpha enzyme, ADP-Glo luminescence, 60 min; hits give low values | max response, % | 330,000 compounds, 1.2% hits; active = max response of -50% or lower; inconclusive = between -30% and -50%; inactive = -30% or higher; also: value at the top dose of about 77 µM; % is scaled to controls: 0 for no effect and ±100 for the full control effect
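ADP-Glo luminescence end-point read after a 60 min room-temperature kinase reaction of PI5P4Kalpha plus substrate, initiated with ATP at 5 microM final. Buffer: 0.038 M HEPES pH 7.4, EGTA, 0.1% CHAPS, 5% DMSO.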
GLP1R inv ag = acts as inverse agonist at human GLP-1 receptor; HEK293 GLP-1R CRE-luciferase, luminescence, 24 h; GLP-1R form is constitutively active; 410,000 compounds, 1.6% hits; P43220; Potency, µM (series often up to 38.3 µM), for inactives: top-dose activity change, negative = inhibition, usual class: inhibitors; also: potency is read from the fitted curve at half-maximal effect; % is scaled to controls: 0 for no effect and ±100 for the full control effect; nearly all actives have a fitted effect of over 55% in size
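Inverse agonism was detected as reduced cAMP-driven luciferase luminescence after 24 h compound treatment. The cells were HEK293 clones expressing constitutively active human GLP-1R with the reporter. Reporter-only and GPR119 cell lines served as counterscreen controls.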
An asterisk follows results filed as active; ? = inconclusive; . = no result given; & = joins results of further samples; [ ] = remark or other dose. Unless noted, calls follow the shape of the dose curve; as a rule, active = well fitted curve in the direction sought with a large enough effect; inconclusive = small, poorly fitted or top-dose-only effect, or another doubt; inactive = no such curve, though single readings can be large; an effect the other way counts as inactive or inconclusive.

SMILES	PLK1 PBD block	HEK293 tox	DRD3 agonist	GLP1R ag	WRN helicase inh	D3 antag	IL2 activator	PI5P4Ka inh	GLP1R inv ag
Cc1occc1C(=O)NCCCCc1ccccc1	-29%	-6%	1	-1%	0%	-7	0.1	-26	?
O=C(COC(=O)C1CC2CCCC(C1)C2=O)NC(=O)c1ccc(OC(F)F)cc1 (stereo not drawn)	-8%	-1%	2	-4%	-25%	-19	-1.6	1	8%
CC(=O)NCc1ccc(S(=O)(=O)N2CCN(c3ccccn3)CC2)cc1	-14%	0%	-5	1%	16%	-12	-0.3	-1	21%
N#CCSc1nc(-c2ccccc2)nc2ccc(F)cc12	-14%	3%	-1	7%	5%	-5	-0.1	-1	2%
FC(F)(F)c1nc(Oc2ccccc2)c2ccccc2n1	-2%	1%	-2	6%	-17%	14	-5.0	-11	5%
CCc1ccc(/C(C)=N\Nc2ccc([N+](=O)[O-])cc2)cc1	2%	9%	-5	4%	-5%	-17	-1.5	.	0%
COc1ccc(NC(=O)COC(=O)Cc2c[nH]c3ccccc23)cc1Cl	-6%	-4%	3	10%	-6%	-2	0.6	-3	-9%
CCO[C@H]1OC(C(=O)N2CCCCCCC2)=C[C@@H](C2CCCCC2)[C@@H]1CCCO	-8%	3%	4	31%	-2%	26	-0.2	1	?
Cc1ccc(-c2ccc(=O)n(CC(=O)NCCN(C)C)n2)cc1	-1%	-11%	-5	-1%	0%	-8	0.0	.	-8%
COc1ccc(C(=O)NC(=S)Nc2ccc3c(c2)Cc2ccccc2-3)cc1	-16%	1%	-8	0%	6%	0	-0.2	-11	0%
Cc1cccc(Cn2c(C)c(C)c3cc(C(=O)NCCN4CCOCC4)ccc32)c1	-2%	-8%	-7	2%	-11%	-15	0.8	1	?
Cc1ccc(NC(=O)Cc2ccc(Cl)cc2)nc1	-4%	7%	1	7%	-2%	1	-3.0	4	-15%
CCCOc1cc(CN2CCCCC2)cc(C(C)=O)c1	-4%	-10%	-1	-7%	-19%	-1	-2.6	1	-1%
Cc1nn(-c2ccccc2)c(Oc2ccccc2)c1C=O	-9%	-15%	1	19%	6%	-8	-0.3	1	?
O=C(CNS(=O)(=O)c1ccc2ccccc2c1)Nc1ccc(F)c(F)c1F	-27%	-11%	6	-17%	0%	?	-1.3	1	?
COc1ccc(C2=NCCc3cc(OC)c(OC)cc32)cc1	-2%	-6%	-3	25%	1%	5	-0.8	0	49%[activator]
Cc1ccc(SCC(=O)Nc2ccc(N3CCOCC3)cc2)cc1C	-8%	0%	-2	0%	-3%	-6	-0.7	2	14%
NC(=O)[C@@H]1CCCCNc2c(F)cc([N+](=O)[O-])cc2C(=O)N[C@@H](CC(=O)O)C(=O)N[C@@H](CCC(=O)O)C(=O)N1	-4%	-11%	-27	-3%	-3%	-24	0.5	-6	12%
CC1(C)Cc2c(sc3c2C2=NCCN2C=N3)CS1	?	369%[activator]	-9	-1%	-19%	0	0.0	0	2%
CC1(C)CC(NC(=O)COc2ccc([N+](=O)[O-])cc2)CC(C)(C)N1	-4%	-2%	9	7%	-10%	15	0.5	3	-16%
Cc1ccc(C)c(CN2CCC(CNC(=O)Nc3ccc(C)c(F)c3)CC2)c1	-4%	-30%	-17	15%	-1%	?	0.3	-2	-20%
COc1ccccc1CCC(=O)Nc1ccc(S(=O)(=O)Nc2ncccn2)cc1	2%	7%	5	-7%	9%	17	-2.0	-9	-7%
O=C(NNC(=S)Nc1ccc(F)c(Cl)c1)c1ccccc1Br	?	-14%	8	16%	-8%	-13	-2.4	-6	-23%
O=C(CN1CCC(NC(=O)Cc2ccccc2)CC1)Nc1cccc2ccccc12	-4%	4%	-4	1%	1%	-24	-1.5	.	12%
O=C(Nc1ccccc1N1CCN(C(=O)c2ccccc2)CC1)c1ccccc1Cl	-3%	-7%	1	-1%	-9%	17	-0.4	-2	?
O=CNc1cc(-c2ccc(C(=O)NC3CC3)cc2)cn2c(-c3ccc(F)c(Cl)c3)cnc12	?	-22%	0	1%	0%[57.1 µM]	39	-0.1	-22	-26%
COc1ccc(CCNC(=O)CSCC(=O)Nc2cc(S(C)(=O)=O)ccc2Cl)cc1	-8%	-4%	-8	8%	0%	-5	1.0	1	-4%
CCN1CCN(Cc2ccc(NC(=O)c3cc(NC(=O)c4cc(C)on4)cc(OC)c3)cc2C(F)(F)F)CC1	-18%&-3%	?	-2&-6	15%&-5%	1%&4%	?	-1.6&-3.8	-2&-4	?
Cn1nnc2cc(C(=O)NC3CC3)ccc21	-4%	2%	-1	0%	-16%	-1	-0.3	-59*	3%
CCc1ccc(NC(=S)Nn2cnnc2)cc1	17µM*	-3%	-5	0%	-5%	-18	2.9	?	9%
O=C(Nc1ccccn1)c1cccnc1	-7%	0%	-2	-2%	-4%	-25	-0.8	-5	9%
Cc1ccc(Cn2c(SCC(=O)N/N=C/c3ccc(C)o3)nc3ccccc32)cc1	-18%	-19%	-1	0%	-16%	14	3.4	-14	?
COc1ccc(NC(=O)CSC2=Nc3ccccc3N=C(c3ccc(F)cc3)C2)cc1OC	.	-7%	2	1%	.	.	.	.	16%
COc1ccc(S(=O)(=O)N2CCCCC2)cc1NC(=O)C1CC(=O)N(c2ccc3c(c2)OCCO3)C1 (stereo not drawn)	4%	-3%	4	4%	-3%	1	-1.2	6	10%
CCCCCOC(=O)c1ccc(NC(=O)c2cccc(NC(=O)c3ccccc3C(=O)O)c2)cc1	?	4%	2	-1%	-4%	19	-0.8	15	7.1µM*
CC(=O)Nc1ccc(S(=O)(=O)Nc2nc3ccc([N+](=O)[O-])cc3s2)cc1	-23%	-5%	4	10%	-1%[57.1 µM]	-12	-0.9	-12	9%
Cc1cccc(-c2noc(CNC(=O)c3ccoc3C)n2)c1	?	-1%	-2	0%	5%	-20	-1.3	-6	-30%
COc1ccc(NC(=O)CN2C(=O)CC(c3ccco3)Sc3ccccc32)cc1OC (stereo not drawn)	.	-2%	-3	-3%	.	.	.	.	16%
O=C(CN(CC1CCCO1)C(=O)CCC(=O)Nc1nccs1)NCC1CCCO1 (stereo not drawn)	-9%	-5%	1	-3%	-28%[57.1 µM]	0	-2.9	3	4%
Cc1ccc(CN(C(=O)COc2cccc(C)c2C)C2CCS(=O)(=O)C2)o1 (stereo not drawn)	-4%	-9%	3	12%	-15%	10	-2.4	-2	-25%

Part of the list above, reformatted.
Cn1nnc2cc(C(=O)NC3CC3)ccc21
  PLK1 PBD block = -4%
  HEK293 tox = 2%
  DRD3 agonist = -1
  GLP1R ag = 0%
  WRN helicase inh = -16%
  D3 antag = -1
  IL2 activator = -0.3
  PI5P4Ka inh = -59*
  GLP1R inv ag = 3%
CCc1ccc(NC(=S)Nn2cnnc2)cc1
  PLK1 PBD block = 17µM*
  HEK293 tox = -3%
  DRD3 agonist = -5
  GLP1R ag = 0%
  WRN helicase inh = -5%
  D3 antag = -18
  IL2 activator = 2.9
  PI5P4Ka inh = ?
  GLP1R inv ag = 9%
O=C(Nc1ccccn1)c1cccnc1
  PLK1 PBD block = -7%
  HEK293 tox = 0%
  DRD3 agonist = -2
  GLP1R ag = -2%
  WRN helicase inh = -4%
  D3 antag = -25
  IL2 activator = -0.8
  PI5P4Ka inh = -5
  GLP1R inv ag = 9%
Cc1ccc(Cn2c(SCC(=O)N/N=C/c3ccc(C)o3)nc3ccccc32)cc1
  PLK1 PBD block = -18%
  HEK293 tox = -19%
  DRD3 agonist = -1
  GLP1R ag = 0%
  WRN helicase inh = -16%
  D3 antag = 14
  IL2 activator = 3.4
  PI5P4Ka inh = -14
  GLP1R inv ag = ?

Fetched by structure from the entries so far:
SMILES	PLK1 PBD block	HEK293 tox	DRD3 agonist	GLP1R ag	WRN helicase inh	D3 antag	IL2 activator	PI5P4Ka inh	GLP1R inv ag
O=C(CN1CCC(NC(=O)Cc2ccccc2)CC1)Nc1cccc2ccccc12	-4%	4%	-4	1%	1%	-24	-1.5	.	12%
COc1ccc(NC(=O)CN2C(=O)CC(c3ccco3)Sc3ccccc32)cc1OC (stereo not drawn)	.	-2%	-3	-3%	.	.	.	.	16%
COc1ccc(CCNC(=O)CSCC(=O)Nc2cc(S(C)(=O)=O)ccc2Cl)cc1	-8%	-4%	-8	8%	0%	-5	1.0	1	-4%

(cont.)
SMILES	PLK1 PBD block	HEK293 tox	DRD3 agonist	GLP1R ag	WRN helicase inh	D3 antag	IL2 activator	PI5P4Ka inh	GLP1R inv ag
O=C(CSC1=NS(=O)(=O)c2cc(Cl)ccc2N1)Nc1ccccc1C(F)(F)F	-12%	4%	-6	-1%	-1%	1	-0.2	-9	?
CCOC(=O)Cc1csc(NC(=O)CSC2=NCCS2)n1	3%	-10%	-1	-2%	2%	1	0.4	3	-15%
Cc1ccc2c(c1)C(O)(CC(=O)c1ccc3c(c1)OCO3)C(=O)N2 (stereo not drawn)	-9%	-1%	-3	-5%	14%	-2	-3.4	-1	0%
CC1=CS/C(=C(/C#N)C(=O)N2CCOCC2)N1c1ccccc1	-4%	10%	9	3%	-6%	-8	0.0	2	22%
